# 697 NFkB inh: inhibitors of PMA/ionomycin-induced NF-kB reporter, 697 cells, primary screen, B-cell NF-kB inhibitor project, cell-based, luminescence, uHTS; hit rate 0.33% among 330,000; inhibition, % at 4 µM; 697 B-cell NF-kB luciferase reporter, 16 h; in the data active = inhibition above about 35%
# TIM10 inh: growth inhibitors of isogenic TIM10 control yeast, primary screen, counter-screen for tim10-1 yeast inhibitor project, luminescence, uHTS. S. cerevisiae TIM10 strain growth, BacTiter-Glo luminescence, 24 h. inhibition, % at 10 µM. hit rate 1.4% among 330,000. AID 463195, 2010;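 active = inhibition of 40% or more at the single tested concentration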;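 also: wild-type TIM10 isogenic control strain grown at permissive 25 °C; 0% = DMSO yeast wells and 100% = minimal medium wells without yeast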
# tim23-1 inh: growth inhibitors of tim23-1 mutant yeast, primary screen, luminescence, uHTS; hit rate 1.3% among 330,000; inhibition, % at 20 µM; S. cerevisiae tim23-1 growth, BacTiter-Glo luminescence, 24 h;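 active = growth inhibition of the mutant yeast at or above 50%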;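 also: temperature-sensitive mutant grown at 25 °C; plate controls were DMSO-treated mutant yeast for no effect and medium wells lacking yeast for full effect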
# tim10-1 inh: growth inhibitors of tim10-1 mutant yeast, primary screen, luminescence, uHTS; S. cerevisiae tim10-1 ts strain growth, BacTiter-Glo, 24 h; hit rate 2.2% among 330,000; inhibition, % at 20 µM; AID 463190, 2010;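 active = inhibition of at least 40%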;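 also: mutant grown at 25 °C; 0% = DMSO wells with yeast and 100% = wells holding no yeast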
# Mdm2-MdmX inh: inhibitors of human Mdm2-MdmX association, primary screen, cell-based, luminescence, split luciferase, SaOS-2, uHTS. Protein Mdm4 (Homo sapiens) + E3 ubiquitin-protein ligase Mdm2 (Homo sapiens), …. SaOS-2 split-luciferase Mdm2/MdmX complementation. inhibition, % at 8 µM. hit rate 3% among 330,000. AID 485346, 2010;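 active = inhibition of at least 50% at 8 µM in the primary screen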
# Target sequence (O15151 whole entry, looked up): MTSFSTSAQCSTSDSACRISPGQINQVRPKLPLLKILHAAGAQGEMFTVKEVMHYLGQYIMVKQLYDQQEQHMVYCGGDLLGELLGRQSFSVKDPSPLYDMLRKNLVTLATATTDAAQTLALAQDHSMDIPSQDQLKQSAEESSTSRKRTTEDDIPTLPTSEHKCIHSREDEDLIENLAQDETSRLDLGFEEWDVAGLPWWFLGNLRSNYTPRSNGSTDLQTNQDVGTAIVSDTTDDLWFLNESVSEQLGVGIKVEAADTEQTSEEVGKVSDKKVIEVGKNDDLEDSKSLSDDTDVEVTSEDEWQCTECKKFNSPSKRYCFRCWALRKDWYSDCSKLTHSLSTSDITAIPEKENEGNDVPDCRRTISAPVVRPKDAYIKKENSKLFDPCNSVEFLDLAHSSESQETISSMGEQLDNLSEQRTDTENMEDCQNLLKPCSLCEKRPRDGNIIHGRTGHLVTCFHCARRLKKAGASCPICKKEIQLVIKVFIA
# Target sequence (Q00987 whole entry, looked up): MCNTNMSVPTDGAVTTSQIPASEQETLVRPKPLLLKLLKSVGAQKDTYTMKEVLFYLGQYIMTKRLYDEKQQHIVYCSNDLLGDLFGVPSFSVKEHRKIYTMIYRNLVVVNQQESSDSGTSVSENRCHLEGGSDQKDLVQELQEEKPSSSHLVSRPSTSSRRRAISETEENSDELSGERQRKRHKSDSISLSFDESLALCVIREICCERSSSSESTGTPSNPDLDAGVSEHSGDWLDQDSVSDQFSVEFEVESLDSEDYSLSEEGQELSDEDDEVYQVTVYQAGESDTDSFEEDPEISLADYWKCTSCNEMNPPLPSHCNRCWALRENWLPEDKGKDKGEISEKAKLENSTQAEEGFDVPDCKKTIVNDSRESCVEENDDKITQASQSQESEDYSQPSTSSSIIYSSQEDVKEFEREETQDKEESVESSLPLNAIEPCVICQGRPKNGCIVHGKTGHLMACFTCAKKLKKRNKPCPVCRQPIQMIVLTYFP
# UPR CHOP act: activators of apoptotic CHOP UPR arm, primary screen, cell-based, CHO-CHOP luciferase reporter, luminescence, uHTS; UPR activation; percent of tunicamycin response over DMSO baseline; activation, % at 10 µM; hit rate 0.34% among 330,000; AID 449763, 2010;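 active = at 10 µM dose, activation of 40% or more, normalized to positive control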;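 also: 100% = tunicamycin at 10 µg/mL and 0% = DMSO alone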
#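 Material: CHO-CHOP cells, stable luciferase reporter of PERK-eIF2a-CHOP signalling; quantity: 500 reporter cells seeded per well; buffer or medium: F12 medium containing 10% fetal bovine serum; compound: one dose, 10 µM in 0.5% DMSO; incubation: 6 h compound treatment, 37 °C; measured by: Steady-Glo luciferase luminescence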
# XBP1 UPR activ: activators of adaptive XBP1 UPR arm, primary screen, cell-based, CHO-XBP1 luciferase reporter, luminescence, uHTS; IRE1-XBP1 UPR activation; percent of tunicamycin response, DMSO as zero; activation, % at 20 µM; hit rate 0.33% among 330,000;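 active = versus positive control, 20 µM dose yields 30% or more activation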;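 also: 100% = tunicamycin at 10 µg/mL and 0% = DMSO only wells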
#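 Material: CHO cell line with stable XBP1 luciferase reporter; buffer or medium: F12 medium containing 10% fetal bovine serum; compound: single point, 20 µM final compound, 1% DMSO; incubation: 6 h treatment, 37 °C; measured by: glow luminescence from Steady-Glo reagent; evaluation: activation, % of tunicamycin; control set: tunicamycin high, DMSO low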
# Jurkat NFkB inh: inhibitors of induced NF-kB luciferase reporter, primary screen, TCR NF-kB activation inhibitor project, cell-based, luminescence, uHTS; Jurkat, PMA/ionomycin-induced NF-kB luciferase reporter; hit rate 0.53% among 330,000; inhibition, % at 4 µM; in the data active = inhibition above about 50%
# An asterisk follows results filed as active.
SMILES,697 NFkB inh,TIM10 inh,tim23-1 inh,tim10-1 inh,Mdm2-MdmX inh,UPR CHOP act,XBP1 UPR activ,Jurkat NFkB inh
CCOc1ccc(OCCC(=O)OCC(=O)NCCc2ccc(S(N)(=O)=O)cc2)cc1,-2,4,-5,1,4,-2.0,2,-13
COCCn1c(C)nnc1SCC(=O)NNC(=O)c1ccc(Cl)cc1,10,-3,4,4,8,-1.1,-4,10
COc1cc(N(C(=O)Cc2cccs2)C(C(=O)NC2CCCCC2)c2cccc(OC)c2OC)ccc1-n1cnnn1 (centres undefined),9,20,15,7,-23,-0.9,4,-9
CC(=O)Nc1ccc(-n2nnnc2SCC(=O)N2CCN(C(=O)c3ccco3)CC2)cc1,22,-14,-3,6,22,0.0,2,8
CCOc1ncccc1C(=O)OCC(=O)Nc1ccc(C)c(S(=O)(=O)N(C)C)c1,-11,-6,19,2,1,1.2,-2,-2
CCC(=O)Nc1ccc(-c2ccc(N3CCC(C)CC3)nn2)cc1,-152,26,39,-5,-55,2.5,-1,-54
COC(=O)c1ccc(/C=C/c2ccc3cccc(OC(C)=O)c3n2)cc1,-100,20,19,40,-124,3.8,-2,-97
O=C(CC1SCCNC1=O)Nc1cccc(C(F)(F)F)c1 (centres undefined),10,5,9,12,-22,1.6,-2,-1
O=C(CSc1ccc(S(=O)(=O)N2CCCCC2)cn1)Nc1ccccc1Br,-3,3,21,21,2,-0.1,-1,-12
Cc1ccc(-c2nnc(-n3nc(C)cc3C)c3ccccc23)cc1,-16,-1,22,21,11,1.3,-1,-1
C/C(CC(=O)Nc1cccc(C(F)(F)F)c1)=N/NC(=O)C(=O)NCCO,1,2,11,12,9,0.5,-2,-2
Cc1c(NC(=O)C(C)N2C(=O)NC3(CCC(C)CC3)C2=O)c(=O)n(-c2ccccc2)n1C (centres undefined),24,8,19,-7,-33,-0.7,2,6
CCN(CC)c1c([N+](=O)[O-])c(=O)sc2ccccc12,-18,-2,5,15,-1,-3.0,-2,6
Cc1cccc(OCc2n[nH]c(=S)o2)c1,-30,12,12,-3,12,-0.5,0,-2
Cc1ccc(N(Cc2ccccc2)C(=O)c2cccc(F)c2)cc1,-25,-9,21,27,10,7.5,1,-17
C=C(C)C(=O)Nc1cccc(C2=NOC3(C2)C[C@@H](C(N)=O)N(C(=O)C2(C)CC2)C3)c1 (some centres undefined),10,-22,-1,-21,7,0.2,0,14
COc1ccccc1CNC(=O)CC1Sc2ccccc2NC1=O (centres undefined),18,1,5,2,27,-2.4,-2,6
COc1ccccc1CN1CCN(C(=O)c2cccc3ccccc23)CC1,-3,-4,20,17,7,0.9,-1,24
CCOC(=O)C1CCCN(c2c(N3CCN(C)CC3)c(=O)c2=O)C1 (centres undefined),26,3,-2,-6,5,-1.3,3,2
Cc1noc(/C=C/N(C)C)c1S(=O)(=O)N1CCCC(C(=O)NC2CCCCC2C)C1 (centres undefined),4,5,-1,-6,9,6.6,0,-8
Cc1ccc(C(=O)NCC(c2cccs2)N(C)C)cc1S(=O)(=O)N1CCOCC1 (centres undefined),-2,-3,1,6,-14,0.3,6,-14
CCOC(=O)c1ccc(NC(=O)CCc2nc(-c3ccccc3Cl)no2)cc1,-7,34,30,41*,40,-0.4,0,-1
CC(C)(CNC(=O)c1cccs1)CNC(=O)c1cccs1,-11,-1,-4,-19,6,-1.9,-2,-1
CCNS(=O)(=O)c1ccc(-c2ccc(-n3cnnn3)cc2)cc1,13,3,8,-3,-16,0.4,6,9
COc1ccc(CCN2C(=O)CC(Nc3ccc(N4CCOCC4)cc3)C2=O)cc1OC (centres undefined),-10,5,11,16,18,-0.1,0,-7
# More results follow.
SMILES,697 NFkB inh,TIM10 inh,tim23-1 inh,tim10-1 inh,Mdm2-MdmX inh,UPR CHOP act,XBP1 UPR activ,Jurkat NFkB inh
O=C(Cc1ccccc1)N1CCN(S(=O)(=O)c2ccc([N+](=O)[O-])cc2)CC1,4,19,-3,4,19,-0.5,3,9
COC(=O)c1ccc(NC(=O)Nc2ccc(OC)c(OC)c2)cc1,13,19,17,21,14,10,4,6
Cc1nnc(SC(C)C(=O)Nc2c(C)n(C)n(-c3ccccc3)c2=O)n1N (centres undefined),-17,14,-14,7,9,-0.9,-1,-8
S=C(NCc1ccco1)N1CCN(c2nc(-c3ccc(Cl)cc3)cs2)CC1,12,35,22,38,39,0.3,-2,-5
O=C(c1ccc(Cl)cc1)c1cnc(Nc2ccccc2Cl)s1,-113,25,17,23,-109,3.5,1,-124
O=C(CSc1nc2ccccc2c(=O)n1CC1CCCO1)Nc1ccccc1Cl (centres undefined),10,17,16,-4,-1,4.5,5,-1
Cc1nc2ccn(Cc3ccccc3)c(=O)c2cc1C(=O)N1CCN(c2ccc(F)cc2)CC1,-27,12,-2,18,14,-0.7,-4,5
Cn1c(NC(=O)c2ccco2)c(-c2ccccc2)c(=O)c2ccccc21,1,11,7,5,19,-2.0,1,9
Cc1ccc(S(=O)(=O)n2nc(OC(=O)c3ccco3)cc2N)cc1,3,6,34,42*,5,0.5,1,-5
CCC(C)Sc1nnc(CNS(=O)(=O)c2ccc(F)cc2)n1C (centres undefined),-3,11,0,5,14,0.5,0,4
COC(=O)CN(c1ccccc1)S(=O)(=O)c1cc(Br)ccc1OC,2,-5,25,-19,-12,-1.2,0,-6
N#CCSc1ccccc1NC(=O)CN1C(=O)C(=O)N(Cc2ccccc2)C1=O,10,-7,-6,-10,6,0.7,1,-3
CN(C)c1ccc(C(=S)N2CCN(C(=S)Nc3ccccc3)CC2)cc1,6,0,4,8,4,-0.3,-2,15
O=C(CSc1ncn[nH]1)Nc1ccc([N+](=O)[O-])cc1Br,9,-10,5,7,6,0.5,0,-13
O=C(Nc1ccc(Cl)cc1)c1nc[nH]c1C(=O)NCCCCNC(=O)c1[nH]cnc1C(=O)Nc1ccc(Cl)cc1,31,-7,-1,0,99*,18,16,-7
O=C(COC(=O)c1ccc(Cl)cc1[N+](=O)[O-])NNC(=O)c1cccs1,1,5,-8,-1,4,2.0,-2,9
Cc1ccc(C)c(NC(=O)Nc2ccc3c(c2)OCO3)c1,-42,4,0,2,-12,2.4,-2,-42
O=C1C(c2ccc(F)cc2)N(Cc2ccc3c(c2)OCO3)C(=O)CN1C1CCCCC1 (centres undefined),14,17,29,40*,-2,0.5,-1,14
O=C(/C=C/c1ccc(S(=O)(=O)N2CCOCC2)cc1)NCCCn1ccnc1,3,0,-4,3,-2,-0.8,-2,8
COC(=O)CC1(C(=O)OC)Oc2ccc(Br)cc2C(=O)N1c1cc(Cl)c(Cl)cc1Cl (centres undefined),-2,6,24,21,24,-0.3,-2,15
O=c1[nH]c(C2CCN(S(=O)(=O)c3ccc(C(F)(F)F)cc3)CC2)nc2c1nnn2Cc1cccc(F)c1,-23,14,3,10,34,3.4,-2,6
CC(NS(=O)(=O)c1ccc(CCC(=O)NCc2cccnc2)cc1)c1ccccc1 (centres undefined),18,4,-2,6,4,-0.8,2,-2
O=C(C(=O)N1CCc2ccccc2C1)c1c[nH]c2ccccc12,-9,17,26,41*,-7,0.2,2,-24
Cc1cc(C(=O)Nc2cccc3ncccc23)no1,4,3,3,8,15,1.9,-2,-11
CC(=O)c1ccc(NC(=O)c2ccccc2-c2ccccc2C(=O)O)cc1,-1,-3,-3,-10,4,-0.7,-3,-9

# Entries from the list above that have fluorine, in the order listed:
SMILES,697 NFkB inh,TIM10 inh,tim23-1 inh,tim10-1 inh,Mdm2-MdmX inh,UPR CHOP act,XBP1 UPR activ,Jurkat NFkB inh
O=C(CC1SCCNC1=O)Nc1cccc(C(F)(F)F)c1 (centres undefined),10,5,9,12,-22,1.6,-2,-1
C/C(CC(=O)Nc1cccc(C(F)(F)F)c1)=N/NC(=O)C(=O)NCCO,1,2,11,12,9,0.5,-2,-2
Cc1ccc(N(Cc2ccccc2)C(=O)c2cccc(F)c2)cc1,-25,-9,21,27,10,7.5,1,-17
Cc1nc2ccn(Cc3ccccc3)c(=O)c2cc1C(=O)N1CCN(c2ccc(F)cc2)CC1,-27,12,-2,18,14,-0.7,-4,5
CCC(C)Sc1nnc(CNS(=O)(=O)c2ccc(F)cc2)n1C (centres undefined),-3,11,0,5,14,0.5,0,4
O=C1C(c2ccc(F)cc2)N(Cc2ccc3c(c2)OCO3)C(=O)CN1C1CCCCC1 (centres undefined),14,17,29,40*,-2,0.5,-1,14
O=c1[nH]c(C2CCN(S(=O)(=O)c3ccc(C(F)(F)F)cc3)CC2)nc2c1nnn2Cc1cccc(F)c1,-23,14,3,10,34,3.4,-2,6

# Shown with each value named: part of the list above.
COC(=O)CC1(C(=O)OC)Oc2ccc(Br)cc2C(=O)N1c1cc(Cl)c(Cl)cc1Cl (centres undefined)
- 697 NFkB inh: -2
- TIM10 inh: 6
- tim23-1 inh: 24
- tim10-1 inh: 21
- Mdm2-MdmX inh: 24
- UPR CHOP act: -0.3
- XBP1 UPR activ: -2
- Jurkat NFkB inh: 15
O=C(CSc1nc2ccccc2c(=O)n1CC1CCCO1)Nc1ccccc1Cl (centres undefined)
- 697 NFkB inh: 10
- TIM10 inh: 17
- tim23-1 inh: 16
- tim10-1 inh: -4
- Mdm2-MdmX inh: -1
- UPR CHOP act: 4.5
- XBP1 UPR activ: 5
- Jurkat NFkB inh: -1

# (further entries)
SMILES,697 NFkB inh,TIM10 inh,tim23-1 inh,tim10-1 inh,Mdm2-MdmX inh,UPR CHOP act,XBP1 UPR activ,Jurkat NFkB inh
COc1ccc(N(CC(=O)Nc2ccc(F)c(F)c2)S(=O)(=O)c2c(C)n[nH]c2C)cc1,-9,-5,0,-8,-7,2.7,-4,-2
CCCCOc1ccc(C(=O)N/N=C/c2ccc(OCCN3CCCCC3)c(OC)c2)cc1,-38,12,-1,15,81*,3.0,-1,-27
COc1ccc2nc(Nc3sc4c(c3C(N)=O)CCCC4)sc2c1,-48,23,31,30,-24,4.7,0,-36
NC(=NCCc1c[nH]c2ccccc12)NS(=O)(=O)c1ccc(F)cc1,-38,-8,9,1,12,-1.1,-1,13
C/C(=N\NC(=O)c1nn(C)c(C)c1Br)c1ccc(NC(=O)C2CCCC2)cc1,-70,-1,2,-7,4,1.0,-1,8
O=C(O)c1ccccc1NS(=O)(=O)c1cccc(C(F)(F)F)c1,5,-2,-2,18,20,0.1,1,14
COc1ccc(C(=O)N2CC3(C)CC2CC(C)(C)C3)cc1OC (centres undefined),-1,9,30,20,17,-2.2,4,3
O=C(Nc1cccc(-c2csc(-c3ccccc3)n2)c1)c1cccs1,-22,41*,31,18,-10,1.7,-1,-6

# In a second layout: results already given.
# Below each compound – 697 NFkB inh	TIM10 inh	tim23-1 inh	tim10-1 inh	Mdm2-MdmX inh	UPR CHOP act	XBP1 UPR activ	Jurkat NFkB inh
- COc1ccc(N(CC(=O)Nc2ccc(F)c(F)c2)S(=O)(=O)c2c(C)n[nH]c2C)cc1
→ -9	-5	0	-8	-7	2.7	-4	-2
- CCCCOc1ccc(C(=O)N/N=C/c2ccc(OCCN3CCCCC3)c(OC)c2)cc1
→ -38	12	-1	15	81*	3.0	-1	-27
- COc1ccc2nc(Nc3sc4c(c3C(N)=O)CCCC4)sc2c1
→ -48	23	31	30	-24	4.7	0	-36
- NC(=NCCc1c[nH]c2ccccc12)NS(=O)(=O)c1ccc(F)cc1
→ -38	-8	9	1	12	-1.1	-1	13

# Bioassay records as filed in PubChem BioAssay.
